Source: PubChem BioAssay
Pemphigus Ab inh: inhibitors of pemphigus antibody binding to DSG3, primary screen, biochemical, bead-based, flow cytometry, scFv-GFP. DSG3-coupled beads, scFv-anti-DSG3-GFP binding; hits give low values. binding (percent of control), % at 10 µM. 310,000 tested, 0.48% active. AID 588358, 2011;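 active means binding more than 3 SD below its plate's average and above zero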;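 further: hits lower antibody fragment binding to DSG3; some compounds called inactive have numbers as strong as hits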
DAGLB inhibitor: DAGLB lipase inhibitors, primary screen, biochemical, fluorescence, HTS | AID 504411, 2011 | inhibition, % at 5.17 µM | 340,000 tested, 0.059% active | HEK293T DAGLB membrane lysate, EnzChek fluorogenic substrate; in the data active means inhibition above about 34%;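 further: 0% = enzyme with vehicle and 100% = wells lacking enzyme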
Arr AP2 block: inhibitors of beta-arrestin/AP2 binding, primary screen, biochemical, GPCR trafficking, flow cytometry. FITC-arrestin peptide / GST-AP2 beads; AP2 beta2 appendage carries R879A mutation. inhibition, % at 10 µM. 340,000 tested, 0.31% active. AID 504490, 2011;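 active means inhibition above a set limit, near 3 SD of compounds lacking own fluorescence, cut at about 54% in these data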;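 further: plate controls were DMSO wells for no effect and 5 µM unlabelled arrestin peptide for full effect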
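System: GST-AP2 R879A glutathione beads; medium: PBS, Tween 20 0.05%, BSA 0.1%; reagent: fluorescein-tagged arrestin peptide at 50 nM final; schedule: pre-incubation 12 min, peptide binding 1 h, room temperature; detection: flow cytometry, FL1 (488/535 nm); read-out: inhibition as reduced fluorescein signal on beads, percent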
HTR5A ag ctr: HTR5A agonists in luminescence cell assay, primary screen, counter-screen for OPRM1-OPRD1 heterodimer agonist project, full-deck HTS | 5-hydroxytryptamine receptor 5A (Homo sapiens), P47898 | cell-based | activation, % at 9.3 µM | 340,000 tested, 0.61% active | AID 504692, 2011; in the data active means activation mostly above about 9.5%, no sharp cut-off; inactive means mostly below about 7.6%;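 further: 0% = cells with vehicle only and 100% = reference agonist; strong numbers were not always called active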
OPRM1-OPRD1 ag: agonists of OPRM1-OPRD1 heterodimerization, primary screen, cell-based, luminescence; activation, % at 9.3 µM; 340,000 tested, 0.3% active; Mu-type opioid receptor (Homo sapiens) + Delta-type opioid receptor (Homo sapiens), …; cells; in the data active means activation above about 18%;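 further: 0% = vehicle-treated cells and 100% = reference agonist; values of inactives mirror those of a sister screen read the other way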
Target sequence (P35372 whole entry, looked up): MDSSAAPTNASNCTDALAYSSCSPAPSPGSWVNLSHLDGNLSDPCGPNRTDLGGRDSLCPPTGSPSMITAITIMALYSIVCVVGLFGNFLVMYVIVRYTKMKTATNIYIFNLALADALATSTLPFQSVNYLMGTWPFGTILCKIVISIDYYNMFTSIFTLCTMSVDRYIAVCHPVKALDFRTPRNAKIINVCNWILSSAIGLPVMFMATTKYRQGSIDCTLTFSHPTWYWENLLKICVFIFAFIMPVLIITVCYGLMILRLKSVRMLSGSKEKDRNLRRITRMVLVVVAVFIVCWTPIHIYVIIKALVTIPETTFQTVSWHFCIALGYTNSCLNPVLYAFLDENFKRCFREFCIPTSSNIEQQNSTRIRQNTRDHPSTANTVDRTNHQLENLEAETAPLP
Target sequence (P41143 whole entry, looked up): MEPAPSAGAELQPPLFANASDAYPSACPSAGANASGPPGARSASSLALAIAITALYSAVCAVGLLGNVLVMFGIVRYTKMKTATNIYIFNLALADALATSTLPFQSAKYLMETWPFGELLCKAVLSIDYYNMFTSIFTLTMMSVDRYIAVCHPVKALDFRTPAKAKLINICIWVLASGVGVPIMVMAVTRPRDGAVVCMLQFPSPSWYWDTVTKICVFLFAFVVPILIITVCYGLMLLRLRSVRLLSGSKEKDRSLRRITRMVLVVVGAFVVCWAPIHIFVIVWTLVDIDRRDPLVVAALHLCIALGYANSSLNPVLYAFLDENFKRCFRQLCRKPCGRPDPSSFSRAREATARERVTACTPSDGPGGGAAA
HTR5A inv ag: HTR5A inverse agonists in luminescence cell assay, primary screen, counter-screen for OPRM1-OPRD1 heterodimer inverse agonist project, full-deck HTS | 5-hydroxytryptamine receptor 5A (Homo sapiens), P47898 | HTR5A cell line, inverse agonism | inhibition, % at 9.3 µM | 340,000 tested, 0.083% active | AID 504634, 2011; in the data active means inhibition mostly above about 23%, no sharp cut-off; inactive means mostly below about 18%;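 further: 0% = cells with DMSO and 100% = no-cell wells with DMSO; some compounds called inactive have numbers as strong as hits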
V-ATPase pH: regulators of yeast V-ATPase proton pumping, primary screen, pHLuorin cytosolic pH fluorescence; S. cerevisiae; response, % at 10 µM; 350,000 tested, 0.37% active; AID 504577, 2011; in the data active means response mostly above about 7.3%, no sharp cut-off; inactive means mostly below about 5.4%; further: actives read high; inactives centre near 0; some compounds called inactive have numbers as strong as hits; reference of the scale not given here
OPRM1-OPRD1 inv: inverse agonists of MOR-DOR heterodimerization, primary screen, cell-based, luminescence | Mu-type opioid receptor (Homo sapiens) + Delta-type opioid receptor (Homo sapiens), … | cell-based MOR-DOR heterodimer luminescence, inverse agonism | inhibition, % at 9.3 µM | 340,000 tested, 0.21% active; in the data active means inhibition above about 22%, passing the limit was not always enough;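 further: 0% = cells with DMSO and 100% = wells without cells with DMSO; values of inactives mirror those of a sister screen read the other way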
PKA-R2B act: activators of PKA-R2B holoenzyme, primary screen, biochemical, fluorescence polarization, Cy5-IP20, human; PKA-R2B holoenzyme dissociation; R2B truncated from residue 108, S112A mutant; 0% DMSO only, 100% 113 µM cGMP; 340,000 tested, 0.079% active; activation, % at 11.4 µM; cAMP-dependent protein kinase catalytic subunit beta (Homo sapiens) + cAMP-dependent …; AID 504700, 2011;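 active means activation above a cutoff set at the mean over all compounds plus 3 SD, cut at about 18% in these data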;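 further: higher means more holoenzyme dissociation and a rise in polarization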
PKA-R1A activ: activators of PKA-R1A holoenzyme, primary screen, biochemical, fluorescence polarization, Cy5-IP20, bovine R1A, mouse PKAc; cAMP-dependent protein kinase type I-alpha regulatory subunit (Bos taurus) + …; PKA-R1A dissociation; scaled: DMSO 0%, 113 µM cGMP 100%; activation, % at 11.4 µM; 340,000 tested, 0.083% active; AID 504707, 2011;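 active means percent activation above the mean of all tested compounds plus 3 SD, cut at about 19% in these data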;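 further: higher means more PKAc released from R1A so a rise in polarization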
* marks the source's active call; other numbers are inactive results; . = not tested or not shown.

SMILES | Pemphigus Ab inh | DAGLB inhibitor | Arr AP2 block | HTR5A ag ctr | OPRM1-OPRD1 ag | HTR5A inv ag | V-ATPase pH | OPRM1-OPRD1 inv | PKA-R2B act | PKA-R1A activ
Cc1cc(C)cc(C(=O)NCC(=O)N2CCC3(CC2)NCCc2[nH]cnc23)c1 | 99 | 0 | 0 | -2 | -0.7 | -17 | 1 | 3 | -9 | -11
CCN1CCN(C(=O)CSc2cc(=O)n(CC)c3ccccc23)CC1 | 99 | -2 | -3 | 1 | -2.1 | 4 | 2 | 11 | 1 | -3
O=C(CCN1C(=O)/C(=C\c2ccccc2)SC1=S)Nc1ccc(C(=O)O)cc1 | 100 | 7 | -21 | 6 | -0.8 | -14 | 4 | 4 | -1 | -2
Cc1ccccc1N1CCN(S(=O)(=O)Cc2ccccc2)CC1 | 102 | -14 | 39 | 7 | -1.7 | -16 | -4 | 9 | 9 | 8
COc1ccc(S(=O)(=O)N2CCOC2CNC(=O)C(=O)NCCN2CCOCC2)cc1C (configuration not stated) | . | 1 | -15 | -2 | -0.5 | -14 | -4 | 3 | 0 | 7
CCCc1cc(=O)[nH]c(Nc2ccc(N3CCCCC3)cc2)n1 | 104 | 4 | 23 | 2 | 6.3 | 12 | -2 | -29 | 3 | -2
O=C(NCc1ccccc1)c1ccc(Cl)c(S(=O)(=O)N2CCCC2)c1 | 113 | -2 | -5 | -7 | -1.2 | 18 | 1 | 5 | -12 | -14
Cc1cc2cc3c(cc2nc1SCC(=O)N1CCCC1)OCCO3 | 109 | -2 | -9 | 2 | -0.6 | -4 | 2 | 3 | -8 | 7
COc1ccc(CNC(=O)COc2ccc(S(=O)(=O)N3CCCCC3)cc2Cl)cc1 | 110 | 0 | -4 | 1 | 0.8 | 18 | 2 | -4 | -7 | 4
Cc1c(Cl)cccc1NC(=O)N1CCCC1 | 96 | -3 | . | -2 | -4.1 | 21 | -4 | 19 | 5 | -7
COc1ccc(/C=N/NC(=O)CCCOc2ccc(Cl)cc2Cl)cc1[N+](=O)[O-] | 109 | -2 | -4 | 3 | 3.4 | -20 | -3 | -19 | 5 | 14
CCOC(=O)N1CCN(c2c(NCCN3CCN(Cc4ccccc4)CC3)c(=O)c2=O)CC1 | 100 | 0 | 17 | 5 | -3.3 | -14 | 0 | 17 | 6 | -14
O=C1[C@H](Cc2ccccc2)NCC=CC[C@H](c2ccc(Cl)cc2)N1Cc1ccc(Cl)cc1 | 109 | -10 | 35 | 3 | 6.2 | 18 | -4 | -35 | 8 | 14
O=C(O)c1ccc(N=Nc2c(O)[nH]c3ccccc23)cc1 | 108 | 6 | -1 | -6 | 0.1 | 16 | -3 | 0 | -6 | -6
Cc1cc(C)c2c(c1)/C(=N/NC(=O)c1cc(C)oc1C)CCC2 | 101 | -7 | 21 | -1 | -1.7 | 3 | -16 | 10 | 0 | -1
CC(=O)/C(C(=N)N1CCN(Cc2ccccc2)CC1)=C(\C)O | . | 0 | -5 | -6 | -2.4 | 14 | 5 | 10 | 1 | -8
COc1cc(/C=N/NC(=O)Cc2nnc(NC(=O)c3ccccc3)s2)ccc1O | 106 | 0 | 2 | -3 | -3.3 | 13 | -3 | 15 | -9 | 0
O=c1cc(N2CCC3(CC2)OCCO3)[nH]c(=O)n1-c1ccc(Br)cc1 | 99 | 1 | 4 | -3 | 1.8 | 8 | 2 | -11 | 5 | -13
CCN(C(=O)COC(=O)/C(C#N)=C/c1ccc(OC)cc1)C1CCS(=O)(=O)C1 (configuration not stated) | 91 | 1 | 3 | 12 | -1.6 | -35 | 1 | 11 | 6 | 4
COc1cc(/C=C2\N=C(C)OC2=O)cc(OC)c1OC | 102 | 1 | 26 | 2 | -2.8 | -7 | 6 | 14 | -5 | 6
O=C(CN1C(=O)S/C(=C\c2ccccc2)C1=O)NNC(=O)c1ccccc1O | 104 | 9 | 2 | 4 | 0.0 | 11 | -2 | 0 | 2 | 4
O=S(=O)(N1CCOCC1)n1c(Cc2ccccc2)nc2ccccc21 | 104 | 1 | -1 | 2 | 0.1 | -5 | 1 | 0 | 8 | 0
Cc1ccccc1N1CCN(S(=O)(=O)C[C@]23CCC(CC2NC(=O)[C@@H](N)CCS(C)(=O)=O)C3(C)C)CC1 (some centres not stated) | 103 | 1 | 0 | 2 | 0.4 | 3 | -2 | -2 | 19* | 10
COC(=O)c1cc(S(=O)(=O)Nc2cccc(-c3cnco3)c2)oc1C | 98 | 1 | 0 | 0 | -1.6 | 1 | 3 | 8 | -3 | 2
CCOC(=O)c1ccc(S(=O)(=O)N2CCC(C(=O)Nc3nnc(C)o3)CC2)cc1 | 100 | -1 | 2 | 6 | -4.0 | 4 | 7 | 19 | -13 | -11
O=C(NCc1ccc(S(=O)(=O)NC2CCCCC2)s1)c1ccccc1 | . | -1 | 3 | 1 | 0.1 | 8 | 2 | 0 | 2 | 0
CC(C)Cn1c(SCC(=O)Nc2ncccn2)nc2ccccc21 | 101 | 0 | 14 | -4 | -3.8 | 11 | 7 | 18 | -9 | -12
C=CCn1c(CSc2nc3ccccc3s2)nnc1SCC(=O)OCC | . | -1 | -7 | -2 | -1.0 | 6 | 2 | 6 | 7 | 1
CC(=O)C(Cc1ccccc1)NC(=O)CN(C)Cc1ccccc1Cl (configuration not stated) | . | 1 | 0 | -2 | 3.7 | 5 | 4 | -28 | 1 | -13
Cc1cccc(NC(=S)NC(NC(=O)c2ccco2)C(Cl)(Cl)Cl)c1 (configuration not stated) | 110 | 1 | -5 | 5 | -2.6 | 13 | -4 | 13 | -2 | 4

Of the compounds above, these contain a furan ring, fused or not.
SMILES | Pemphigus Ab inh | DAGLB inhibitor | Arr AP2 block | HTR5A ag ctr | OPRM1-OPRD1 ag | HTR5A inv ag | V-ATPase pH | OPRM1-OPRD1 inv | PKA-R2B act | PKA-R1A activ
Cc1cc(C)c2c(c1)/C(=N/NC(=O)c1cc(C)oc1C)CCC2 | 101 | -7 | 21 | -1 | -1.7 | 3 | -16 | 10 | 0 | -1
COC(=O)c1cc(S(=O)(=O)Nc2cccc(-c3cnco3)c2)oc1C | 98 | 1 | 0 | 0 | -1.6 | 1 | 3 | 8 | -3 | 2
Cc1cccc(NC(=S)NC(NC(=O)c2ccco2)C(Cl)(Cl)Cl)c1 (configuration not stated) | 110 | 1 | -5 | 5 | -2.6 | 13 | -4 | 13 | -2 | 4

Following part.
SMILES | Pemphigus Ab inh | DAGLB inhibitor | Arr AP2 block | HTR5A ag ctr | OPRM1-OPRD1 ag | HTR5A inv ag | V-ATPase pH | OPRM1-OPRD1 inv | PKA-R2B act | PKA-R1A activ
CN(CC(=O)NC(=O)Nc1ccccc1F)Cc1ccccc1F | 96 | -11 | -6 | 2 | 5.8 | -7 | 1 | -29 | 1 | -2
CC(=O)N(C1=C(N)C(=O)c2ccccc2C1=O)C(C)C | 100 | -2 | 7 | -4 | 4.0 | 11 | -1 | -22 | -6 | 9
CC1CC(C)CN(C(=O)C(Cc2ccccc2)NC(=O)c2ccccc2)C1 (configuration not stated) | 105 | 0 | 13 | -1 | -0.3 | -3 | 4 | 2 | 1 | -10
COC(=O)CSc1nccc(C)n1 | 88 | -1 | 2 | -4 | -2.0 | 9 | -1 | 13 | -2 | 3
O=C(c1nc2ccc(Cl)cn2c1CN1CCC[C@H]1CO)N1CCCCCCC1 | 104 | 1 | -2 | 5 | -2.1 | -16 | 3 | 11 | 3 | 2
COc1cc(C(=O)N2CCC(NC(=O)C(Cc3ccc(C(C)C)cc3)NC(C)=O)CC2)cc(OC)c1OC (configuration not stated) | . | 0 | -5 | 3 | -2.1 | 9 | -6 | 13 | -2 | -4
CCCC(=O)Nc1ccc2c(c1)C(=O)N(CCC(=O)O)C2=O | 97 | -1 | -7 | -3 | -2.0 | -4 | -6 | 11 | 6 | 1
O=C(/C=C/c1ccc(Cl)c(Cl)c1)n1cccn1 | 106 | 2 | -1 | 4 | 4.4 | 29 | 1 | -26 | -15 | -3
CCN(CC)CCCN(Cc1cc2ccc(C)c(C)c2[nH]c1=O)C(=O)NC1CCCCC1 | 98 | -2 | 8 | -1 | -2.0 | -7 | 0 | 11 | -10 | -6
CC(C)COc1ccc(C(=O)Nc2ccc(N3CCOCC3)cc2N2CCOCC2)cc1 | 102 | 1 | -2 | 0 | -0.2 | -2 | 0 | 1 | -1 | 2
CCc1ccccc1N(CC(=O)NC1CCCCC1)C(=O)CNC(=O)c1ccco1 | 99 | 1 | 10 | 4 | -1.4 | 11 | -2 | 8 | 4 | -4
CCOc1cc(/C=C(/C#N)C(=O)Nc2ccc(OC)cc2)ccc1OCc1ccc(C(=O)O)cc1 | 106 | 1 | 47 | 2 | 0.5 | -30 | -3 | -2 | 2 | 4
CCOc1ccc2[nH]c(=O)c(C(c3nnnn3Cc3ccco3)N3CCCC(C)C3)cc2c1 (configuration not stated) | 94 | -1 | 39 | 4 | -3.3 | -10 | . | 14 | 0 | -10

Reprinted at random: four entries already listed
SMILES | Pemphigus Ab inh | DAGLB inhibitor | Arr AP2 block | HTR5A ag ctr | OPRM1-OPRD1 ag | HTR5A inv ag | V-ATPase pH | OPRM1-OPRD1 inv | PKA-R2B act | PKA-R1A activ
CCN(CC)CCCN(Cc1cc2ccc(C)c(C)c2[nH]c1=O)C(=O)NC1CCCCC1 | 98 | -2 | 8 | -1 | -2.0 | -7 | 0 | 11 | -10 | -6
CCOc1ccc2[nH]c(=O)c(C(c3nnnn3Cc3ccco3)N3CCCC(C)C3)cc2c1 (configuration not stated) | 94 | -1 | 39 | 4 | -3.3 | -10 | . | 14 | 0 | -10
O=C(NCc1ccccc1)c1ccc(Cl)c(S(=O)(=O)N2CCCC2)c1 | 113 | -2 | -5 | -7 | -1.2 | 18 | 1 | 5 | -12 | -14
Cc1cc2cc3c(cc2nc1SCC(=O)N1CCCC1)OCCO3 | 109 | -2 | -9 | 2 | -0.6 | -4 | 2 | 3 | -8 | 7
